NPR1 activator: GC-A (human) enzyme activation; AID 1671463; HEK293 GC-A cells, cGMP TR-FRET, EC30 ANP; 0% at EC30 ANP, 100% saturating ANP; activation, % at 10 µM; 0.14% of 370,000 active; in the data active = activation above about 40%
GAA850 FXN act: increases GAA850 frataxin promoter reporter activity. activation, % at 6 µM. 0.56% of 360,000 active. HEK293 lucGAA850 FXN promoter luciferase reporter, 24 h; percent of 10 µM SAHA response;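 active = activation above the average of all compounds screened plus 3 SD, cutoff fixed separately per campaign, cut at about 7.5% in these data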;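 also: 0% = DMSO wells and 100% = 10 µM SAHA wells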
hgDAF12 agonist: activates the H. glycines DAF-12 receptor ligand-binding domain; HEK293 GAL4-hgDAF12 UAS-luciferase reporter, agonist luminescence; normalized to butyrate control; 1.8% of 370,000 active; activation, % at 6.8 µM;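 active = activation above a cutoff set at the mean of all screened compounds plus 3 SD, cut at about 10% in these data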;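 also: 0% = DMSO wells and 100% = sodium butyrate wells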
DAX1 inh-1: inhibitors of DAX1 repression of SF-1 activated StAR promoter; HEK293T StAR-luciferase reporter, SF-1/DAX-1 repression relief; inhibition, % at 6.8 µM; 1.1% of 370,000 active; AID 652010;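 active = inhibition above the mean over all tested compounds plus 3 SD, cut at about 3.6% in these data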;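 also: 0% = DAX-1 cells with DMSO and 100% = cells lacking DAX-1 with DMSO; higher inhibition means more luminescence from relief of DAX-1 repression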
NPR2 activator: GC-B (human) receptor activation. 0.11% of 370,000 active. HEK293-GC-B cells, CNP EC30, cGMP TR-FRET; 0% at EC30 CNP, 100% saturating CNP. P20594. activation, % at 10 µM;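 active = activation at 10 µM reaching about 35% in either raw or pattern-adjusted values, limit read from the data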
hcDAF12 agonist: activators of H. contortus DAF-12 nuclear receptor | HEK293 hcDAF-12 lit1-tk-luc reporter, luminescence; 0% DMSO, 100% Δ7-dafachronic acid | activation, % at 6.8 µM | 1.4% of 370,000 active;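 active = activation above the mean of all tested compounds plus 3 SD, cut at about 5.5% in these data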;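 also: 100% = response to 3 µM Δ7-dafachronic acid high control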
ssDAF12 agonist: activators of S. stercoralis DAF-12 nuclear receptor. activation, % at 6.8 µM. 1% of 370,000 active. HEK293 ssDAF-12/GRIP1 lit1-tk-luc reporter, luminescence; % of 3 µM dafachronic acid response;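 active = activation above the mean over all tested compounds plus 3 SD, cut at about 0.9% in these data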;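 also: 0% = DMSO-only wells and 100% = 3 µM delta7-dafachronic acid wells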
HGIII-sPLA2 inh: Inhibits HGIII-sPLA2 liposome hydrolysis, primary screen; QFRET BODIPY PC-A2 liposome hydrolysis, fluorescence; AID 743126; Q9NZ20; inhibition, % at 12.2 µM; 0.56% of 370,000 active;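 active = inhibition above mean plus 3 SD of compounds lying within the high and low control bounds, cut at about 19% in these data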;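 also: 0% = median of test compound wells and 100% = no enzyme DMSO wells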
Target sequence (Q9NZ20 whole entry, looked up): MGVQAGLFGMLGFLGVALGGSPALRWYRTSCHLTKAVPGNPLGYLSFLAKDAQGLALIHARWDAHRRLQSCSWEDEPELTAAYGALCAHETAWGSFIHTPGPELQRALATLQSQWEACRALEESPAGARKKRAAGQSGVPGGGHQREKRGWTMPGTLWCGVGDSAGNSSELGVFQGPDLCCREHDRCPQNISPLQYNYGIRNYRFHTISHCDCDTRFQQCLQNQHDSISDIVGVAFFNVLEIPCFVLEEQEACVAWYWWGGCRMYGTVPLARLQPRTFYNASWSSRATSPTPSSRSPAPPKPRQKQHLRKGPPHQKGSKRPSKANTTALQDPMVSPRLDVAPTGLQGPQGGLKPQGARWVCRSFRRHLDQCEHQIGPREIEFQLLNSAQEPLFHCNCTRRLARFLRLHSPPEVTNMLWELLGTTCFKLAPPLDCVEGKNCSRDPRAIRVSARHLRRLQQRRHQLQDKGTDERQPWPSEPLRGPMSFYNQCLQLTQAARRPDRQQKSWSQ
proKLK7 act: activators of human kallikrein-7 zymogen. P49862. purified proKLK7, EDANS-DABCYL substrate fluorescence; 100% is mature enzyme control, 0% vehicle. activation, % at 7 µM. 0.9% of 370,000 active. AID 652039;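 active = activation above the mean of all tested compounds plus 3 SD, computed per campaign excluding outliers beyond control limits, cut at about 13% in these data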
Target sequence (P49862 whole entry, looked up): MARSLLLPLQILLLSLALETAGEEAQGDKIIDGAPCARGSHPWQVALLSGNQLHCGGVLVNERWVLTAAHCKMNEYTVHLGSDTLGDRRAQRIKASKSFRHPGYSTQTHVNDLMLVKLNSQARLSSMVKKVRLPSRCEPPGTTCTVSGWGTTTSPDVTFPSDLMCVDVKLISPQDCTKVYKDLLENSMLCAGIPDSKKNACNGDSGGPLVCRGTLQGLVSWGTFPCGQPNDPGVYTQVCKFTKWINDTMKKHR
SMARCA2 activ: increases SMARCA2 function in MMTV reporter cells | AID 652017 | 1% of 370,000 active | activation, % at 9.1 µM | MG213 cells, MMTV-luciferase reporter, dexamethasone, overnight; in the data active = activation above about 7.8%;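 also: 0% = vehicle wells and 100% = reference activator wells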
DAX1 inh-2: inhibitors of human orphan nuclear receptor DAX1 (NR0B1); HEK293 Gal4-DAX1 luciferase reporter, luminescence; P51843; AID 504766; inhibition, % at 6.75 µM; 0.99% of 340,000 active;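 active = inhibition above the mean over all tested compounds plus 3 SD, cut at about 4.2% in these data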;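 also: 0% = DAX1-transfected cells with DMSO and 100% = empty-vector control cells with DMSO; inhibition shows as a rise in luminescence from relieved DAX1 repression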
Target sequence (P51843 207-470 limits assumed): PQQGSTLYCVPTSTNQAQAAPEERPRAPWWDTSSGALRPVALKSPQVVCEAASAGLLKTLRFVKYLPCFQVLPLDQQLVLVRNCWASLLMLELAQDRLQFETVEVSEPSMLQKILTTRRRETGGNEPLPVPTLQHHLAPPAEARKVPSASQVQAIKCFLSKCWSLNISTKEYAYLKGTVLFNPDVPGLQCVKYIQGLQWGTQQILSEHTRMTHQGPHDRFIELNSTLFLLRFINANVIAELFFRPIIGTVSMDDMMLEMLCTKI
* marks the source's active call; other numbers are inactive results; . = not tested or not shown.

SMILES	NPR1 activator	GAA850 FXN act	hgDAF12 agonist	DAX1 inh-1	NPR2 activator	hcDAF12 agonist	ssDAF12 agonist	HGIII-sPLA2 inh	proKLK7 act	SMARCA2 activ	DAX1 inh-2
COc1ccccc1NC(=O)c1ccc(NC(=O)CSc2nncn2C)cc1	3.8	1.3	3.2	1.4	-0.5	0.0	-1.4	5.0	0.5	0.0	-0.3
CN(C)c1ccc(/C=C2\CCCCC2=O)cc1	2.3	5.1	17.7*	3.6	-1.4	5.2	0.0	-0.2	0.3	4.1	4.0
Cc1c(N=Cc2nc3ccccc3n2C)c(=O)n(-c2ccccc2)n1C	2.7	5.8	3.5	0.4	-2.5	2.5	0.3	3.6	-1.9	2.8	3.2
CCN(CC)CCN(Cc1cc2cc3c(cc2[nH]c1=O)OCO3)C(=S)NCCOC	3.1	1.4	-2.1	0.3	0.9	-2.6	-0.4	11.1	4.7	-2.3	-0.1
COC(=O)C1=C(C)N(Cc2ccccc2C(F)(F)F)C(=NCc2cccc(C(F)(F)F)c2)NC1c1ccc(C(F)(F)F)cc1 (stereo not given)	-1.5	.	2.6	-0.5	-5.7	-0.1	-0.8	10.6	0.3	10.2*	.
Cc1ccc(-c2nnc(SCC(=O)N3CCN(c4ccccc4)CC3)o2)cc1	8.1	1.1	-0.8	-0.2	3.2	0.2	-0.7	3.6	-0.4	-2.5	0.0
CCCNC(=O)[C@H](Cc1c[nH]c2ccccc12)NC(=O)c1ccccc1Cl	-3.1	2.9	5.6	0.8	2.7	2.8	-0.3	-45.3	0.8	-0.1	0.2
CCOC(=O)CN1C(=O)C(=O)c2cccc(C)c21	11.2	0.0	1.8	1.0	2.1	-0.6	-1.2	10.4	0.0	-2.7	1.0
Cc1cccc(N2C(=O)Cc3ccccc3C2=O)c1	3.9	-0.1	1.4	-0.2	1.9	0.2	-0.7	-2.8	-0.5	1.4	0.3
COc1ccc([C@@H]2CC(=O)c3c(O)cc(O)cc3O2)cc1O	-2.2	1.9	5.9	2.0	0.5	0.0	-0.8	-7.0	0.2	0.2	1.7
CCCCOc1ccc(C(=O)NCC(=O)NNC(=O)c2ccco2)cc1	5.2	-1.8	0.2	-0.8	3.3	-0.6	-0.9	-4.9	0.9	-0.8	-0.5
CN(C)c1ccc(C(C(=O)NC2CCCCC2)N(Cc2ccco2)C(=O)c2snc(C(N)=O)c2N)cc1 (stereo not given)	-4.8	-6.3	2.5	-0.3	-3.8	-1.0	-1.2	6.8	-0.1	1.3	-0.2
COc1ccc(/C=N/Nc2nc3ccccc3[nH]2)c(OC)c1OC	-3.9	-7.3	-4.1	-0.3	-7.4	-3.5	-2.8	-3.9	0.9	-4.0	7.5*
CC1CN(C(=O)COC(=O)c2ccc(S(=O)(=O)N(C)C)cc2)CC(C)O1 (stereo not given)	2.9	0.8	-1.3	-0.2	2.4	-0.8	-1.2	-3.4	-0.1	-3.4	-0.2
CC1CCN(Cc2c(C(=O)N/N=C/c3cccc(C(F)(F)F)c3)nnn2-c2nonc2N)CC1	-3.1	-1.6	2.6	-0.2	1.4	-1.7	0.4	3.0	0.1	-3.7	0.1
O=C(Nc1nncs1)C12CC3CC(CC(Cl)(C3)C1)C2	-5.6	1.1	-1.0	-0.5	2.1	-2.5	-0.3	-5.8	-0.3	2.6	-1.0
O=C(COC(=O)c1ccccn1)NNC(=O)c1ccc([N+](=O)[O-])cc1	3.8	1.1	1.8	0.6	-0.1	1.2	-0.9	4.7	0.1	-1.5	-0.6
CC(C)(C)OC(=O)NCc1cc(F)ccc1/C=C/S(=O)(=O)NCc1ccccc1	-3.6	.	-2.9	-0.4	-2.8	-4.2	-1.1	-8.0	-0.2	-0.1	.
CCOC(=O)Cn1cnc2c(nnn2-c2ccc(OC)cc2)c1=O	1.6	1.3	2.0	0.3	-2.0	-0.9	-1.2	5.4	0.4	-0.4	2.2
Cc1c(C)c2c(OCC(=O)N[C@@H](CC(C)C)C(=O)O)cc3c(c2oc1=O)CCC(C)(C)O3	3.3	1.1	2.5	0.4	0.2	-1.2	-0.9	-4.7	45.4*	1.0	0.1

Reformatted: entries from further up
canonical_smiles,NPR1 activator,GAA850 FXN act,hgDAF12 agonist,DAX1 inh-1,NPR2 activator,hcDAF12 agonist,ssDAF12 agonist,HGIII-sPLA2 inh,proKLK7 act,SMARCA2 activ,DAX1 inh-2
COC(=O)C1=C(C)N(Cc2ccccc2C(F)(F)F)C(=NCc2cccc(C(F)(F)F)c2)NC1c1ccc(C(F)(F)F)cc1 (stereo not given),-1.5,.,2.6,-0.5,-5.7,-0.1,-0.8,10.6,0.3,10.2*,.
Cc1ccc(-c2nnc(SCC(=O)N3CCN(c4ccccc4)CC3)o2)cc1,8.1,1.1,-0.8,-0.2,3.2,0.2,-0.7,3.6,-0.4,-2.5,0.0
CCCNC(=O)[C@H](Cc1c[nH]c2ccccc12)NC(=O)c1ccccc1Cl,-3.1,2.9,5.6,0.8,2.7,2.8,-0.3,-45.3,0.8,-0.1,0.2
CCOC(=O)CN1C(=O)C(=O)c2cccc(C)c21,11.2,0.0,1.8,1.0,2.1,-0.6,-1.2,10.4,0.0,-2.7,1.0
Cc1cccc(N2C(=O)Cc3ccccc3C2=O)c1,3.9,-0.1,1.4,-0.2,1.9,0.2,-0.7,-2.8,-0.5,1.4,0.3
COc1ccc([C@@H]2CC(=O)c3c(O)cc(O)cc3O2)cc1O,-2.2,1.9,5.9,2.0,0.5,0.0,-0.8,-7.0,0.2,0.2,1.7
CCCCOc1ccc(C(=O)NCC(=O)NNC(=O)c2ccco2)cc1,5.2,-1.8,0.2,-0.8,3.3,-0.6,-0.9,-4.9,0.9,-0.8,-0.5
CN(C)c1ccc(C(C(=O)NC2CCCCC2)N(Cc2ccco2)C(=O)c2snc(C(N)=O)c2N)cc1 (stereo not given),-4.8,-6.3,2.5,-0.3,-3.8,-1.0,-1.2,6.8,-0.1,1.3,-0.2
COc1ccc(/C=N/Nc2nc3ccccc3[nH]2)c(OC)c1OC,-3.9,-7.3,-4.1,-0.3,-7.4,-3.5,-2.8,-3.9,0.9,-4.0,7.5*
CC1CN(C(=O)COC(=O)c2ccc(S(=O)(=O)N(C)C)cc2)CC(C)O1 (stereo not given),2.9,0.8,-1.3,-0.2,2.4,-0.8,-1.2,-3.4,-0.1,-3.4,-0.2

Following part:
SMILES	NPR1 activator	GAA850 FXN act	hgDAF12 agonist	DAX1 inh-1	NPR2 activator	hcDAF12 agonist	ssDAF12 agonist	HGIII-sPLA2 inh	proKLK7 act	SMARCA2 activ	DAX1 inh-2
O=C(O)CSc1nnc(CNc2ccccc2Cl)n1-c1ccccc1	-2.4	0.3	2.9	0.7	0.2	-1.6	-0.9	3.1	-0.5	-3.5	-0.2
Cn1cc(C(=O)C(=O)N2CCc3ccccc32)c2ccccc21	-0.1	2.0	1.4	0.5	-1.2	-2.6	-0.1	1.1	-0.3	2.0	-0.8
CC(NC(=O)CCC(=O)NCc1ccc(F)cc1)c1ccccc1 (stereo not given)	1.3	-0.6	-0.5	0.3	3.5	-1.0	-0.1	10.1	-0.6	-2.6	1.0
COc1ccc(OC)c(NC(=O)COC(=O)c2ccc(S(=O)(=O)N3CCCCC3)cc2)c1	-1.4	-1.1	0.3	-0.4	-1.1	-0.8	-1.1	-1.4	0.0	-1.6	0.4
CCCCCn1nc(C)c2c(C)cc(=O)[nH]c21	19.3	-1.0	2.8	-0.3	32.0	-1.1	-1.2	5.2	-0.1	-0.7	0.6
CC1(C)CC(=O)C=C(NCCN2CCN(C(=S)NC3CCCCC3)CC2)C1	1.2	2.1	-0.7	-0.4	-0.5	0.6	-0.7	5.9	0.7	-1.7	2.5
C/C(=N\OC(=O)c1c(-c2ccccc2Cl)noc1C)c1ccncc1	-9.4	1.7	1.1	0.7	-7.5	-1.2	-1.5	-6.2	-0.3	-0.1	-0.3
CCOc1ccccc1NC(=O)CCNC(=O)Cn1ccc2ccccc2c1=O	-6.3	1.2	-1.2	0.3	3.8	0.5	-0.7	3.7	-0.4	-1.4	0.3
CCCc1nc2ccccc2c(=O)n1CC(=O)c1ccc(OC)cc1	-1.6	-0.2	-3.2	0.5	-3.6	0.2	0.0	4.4	0.3	-0.5	-0.8
Cc1ccccc1N=C(NO)c1cccnc1	-5.2	3.3	-0.4	-0.1	1.4	0.7	-1.2	0.7	-0.4	-2.1	-0.3
O=C1CN(C(=O)COC(=O)c2ccco2)c2ccccc2N1	-1.3	-0.8	-2.1	1.1	-4.1	0.4	-1.1	-3.8	0.7	0.7	-0.1
O=[N+]([O-])c1cccc(-c2nnn(C34CC5CC(CC(C5)C3)C4)n2)c1	-0.5	1.3	1.6	0.7	-8.3	-1.2	-1.1	1.0	-0.6	2.9	1.1
CCc1cccc(NC(=O)C2CCCC2)c1	-2.9	0.1	1.4	-0.7	-2.5	-2.3	-1.5	-0.7	0.2	-0.4	0.6
CC(C)Cc1cc(C(=O)N2CCN(c3ccc(F)cc3)CC2)no1	0.7	0.6	1.2	-1.7	-0.6	0.0	-0.3	1.6	0.0	-6.2	-0.4
COc1ccc(OC)c(NC2=C(Cl)C(=O)N(Cc3ccccc3)C2=O)c1	7.8	0.1	-6.7	-1.4	5.3	-3.2	-1.1	6.6	0.4	-3.2	-1.3
Fc1ccc(-c2[nH]ncc2-c2nnnn2-c2ccccc2)c(F)c1	1.5	0.0	-2.0	0.3	2.1	-2.0	-1.3	-10.6	0.4	-1.7	1.1
COc1ccc(-c2nn(-c3ccccc3)cc2CO)cc1OC	-0.4	-0.8	1.2	-0.7	0.4	-1.8	-1.5	-2.9	-0.6	-1.2	1.6
COc1ccc(C(=O)NCC(c2cccs2)N2CCc3ccccc32)c(OC)c1 (stereo not given)	-5.6	-1.8	-0.5	-1.4	8.2	0.0	-1.2	3.8	0.7	-3.0	-2.5
O=C(COC(=O)c1cccnc1)Nc1ccccc1	-0.5	0.1	0.1	0.3	-0.9	0.0	-0.9	4.5	-0.9	-0.2	1.1
CCc1ccccc1N(C(=O)c1snc(C(N)=O)c1N)C(C(=O)NCC1CCCO1)c1ccc(OC)c(OC)c1 (stereo not given)	-6.2	-4.8	-1.1	-0.7	-9.3	-4.1	-1.3	0.2	11.1	0.2	-3.1

Assay outcomes (PubChem)
